# M4 antag: human M4 muscarinic receptor antagonists, primary screen, CHO cells, Fluo-8 calcium fluorescence; Muscarinic acetylcholine receptor M4 (Homo sapiens), P08173; CHO-hM4 cells, ACh EC80; inhibition, % at 3 µM; actives 0.73% (n = 360,000);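 active = inhibition above its plate's cutoff, the mean inhibition of sample wells plus 3 SD, cut at about 27% in these data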;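 also: 0% = acetylcholine EC80 with DMSO and 100% = DMSO without agonist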
# M5 antag: human M5 muscarinic receptor antagonists, primary screen, CHO cells, Fluo-8 calcium fluorescence; CHO-hM5 cells, ACh EC80; AID 624040, 2012; actives 0.59% (n = 360,000); inhibition, % at 3 µM;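 active = inhibition above a per-plate cutoff, the mean of that plate's test compounds plus 3 SD, cut at about 27% in these data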;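 also: 0% = acetylcholine EC80 with DMSO and 100% = DMSO without agonist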
# TAAR1 agonist: human TAAR1 agonists, primary screen, Fluo-8 calcium fluorescence, CHO RD-HGA16 cells; AID 624467, 2012; vehicle wells 0%, saturating PEA agonist 100%; Trace amine-associated receptor 1 (Homo sapiens), Q96RJ0; actives 0.99% (n = 360,000); activation, % at 3 µM;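 active = activation above the mean activation of all test compounds in the run plus 3 SD, cut at about 38% in these data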
# Target sequence (Q96RJ0 whole entry, looked up): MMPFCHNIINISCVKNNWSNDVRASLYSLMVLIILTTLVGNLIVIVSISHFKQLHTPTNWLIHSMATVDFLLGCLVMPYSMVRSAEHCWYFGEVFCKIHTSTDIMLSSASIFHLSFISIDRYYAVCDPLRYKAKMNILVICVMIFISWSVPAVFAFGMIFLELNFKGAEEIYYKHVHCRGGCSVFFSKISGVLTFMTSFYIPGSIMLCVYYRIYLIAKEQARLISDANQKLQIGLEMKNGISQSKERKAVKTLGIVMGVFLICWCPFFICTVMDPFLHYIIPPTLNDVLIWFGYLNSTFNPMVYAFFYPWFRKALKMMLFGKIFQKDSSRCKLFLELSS
#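 Test system: RD-HGA16 (CHO) cells co-expressing Gα16 and hTAAR1 | Doses: Single dose, 3 µM | Schedule: 17-24 h seeding, 75 min 37 °C dye, 30 min RT | Evaluation: % activation from peak over basal fluorescence ratio, DMSO-to-PEA scaled | Technique: Kinetic Fluo-8 calcium fluorescence | Benchmarks: Low control DMSO, high control PEA (EC100)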
# CHRM4 agonist: human M4 muscarinic receptor agonists, primary screen, CHO-K1 cells, Fluo-8 calcium fluorescence; AID 624127, 2012; actives 0.14% (n = 360,000); CHO-K1 hM4/Gqi5; vehicle 0%, full acetylcholine response 100%; activation, % at 3 µM;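 active = activation above the run mean over all test wells plus 3 SD, cut at about 32% in these data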;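 also: peak over basal fluorescence ratio per well then scaled between controls; 0% = DMSO wells and 100% = acetylcholine at EC100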
# CHRM1 antagonist: human M1 muscarinic receptor antagonists, primary screen, CHO-K1 cells, Fluo-8 calcium fluorescence, 1536-well. Muscarinic acetylcholine receptor M1 (Homo sapiens), P11229. CHO-K1 hM1, ACh EC80 antagonist. inhibition, % at 3 µM. actives 1.3% (n = 360,000);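 active = percent inhibition above its own plate's cutoff, namely the mean of that plate's compound wells plus 3 SD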;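 also: peak over basal fluorescence ratio during 140 s after agonist addition; 0% = ACh EC80 plus DMSO and 100% = DMSO alone without agonist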
# Target sequence (P11229 whole entry, looked up): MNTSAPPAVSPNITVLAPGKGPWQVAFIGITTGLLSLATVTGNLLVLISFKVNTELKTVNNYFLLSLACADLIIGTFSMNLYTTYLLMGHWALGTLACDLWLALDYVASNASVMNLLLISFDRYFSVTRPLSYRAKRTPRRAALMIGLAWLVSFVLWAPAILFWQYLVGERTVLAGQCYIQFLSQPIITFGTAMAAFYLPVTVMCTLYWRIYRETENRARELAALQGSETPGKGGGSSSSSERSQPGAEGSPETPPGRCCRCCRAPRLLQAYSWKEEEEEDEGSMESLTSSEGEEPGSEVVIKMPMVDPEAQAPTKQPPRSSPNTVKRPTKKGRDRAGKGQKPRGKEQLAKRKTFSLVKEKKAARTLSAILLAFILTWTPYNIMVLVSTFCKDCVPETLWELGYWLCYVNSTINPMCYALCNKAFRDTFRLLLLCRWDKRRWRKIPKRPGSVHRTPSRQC
# CHRM5 agonist: human M5 muscarinic receptor agonists, primary screen, CHO-K1 cells, Fluo-8 calcium fluorescence; Muscarinic acetylcholine receptor M5 (Homo sapiens), P08912; CHO-K1 hM5 cells; 0% DMSO wells, 100% maximal acetylcholine response; activation, % at 3 µM; actives 0.19% (n = 360,000); AID 624037, 2012;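 active = activation above the run's mean over test compounds plus 3 SD, cut at about 23% in these data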;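 also: signal is peak over basal fluorescence ratio across the kinetic read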
# M1 PAM: human M1 muscarinic receptor positive allosteric modulators, primary screen, CHO-K1 cells, Fluo-8 calcium fluorescence, 1536-well; actives 0.088% (n = 360,000); CHO-K1 hM1, ACh EC20; 0% = ACh EC20, 100% = maximal ACh; activation, % at 3 µM; Muscarinic acetylcholine receptor M1 (Homo sapiens), P11229; in the data active = activation above about 19%, passing the limit was not always enough
# CHRM5 PAM: human M5 muscarinic receptor positive allosteric modulators, primary screen, CHO-K1 cells, Fluo-8 calcium fluorescence; CHO-K1 hM5, ACh EC20 PAM; 0% = ACh EC20, 100% = ACh EC100; activation, % at 3 µM; actives 0.3% (n = 360,000); AID 624038, 2012;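 active = activation above the run cutoff, the mean activation of all test compounds plus 3 SD, cut at about 18% in these data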
#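 Assay system – human M5 receptor in CHO-K1 cells · Read-out – % activation, ACh-normalized · Technique – Fluo-8 calcium fluorescence · Dosing – single-point, 3 µM nominal · Incubation – Fluo-8 loading 80 min at 37 °C plus 30 min room temperature · Repeats – singlicate, one well per test compound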
# M1 ag: human M1 muscarinic receptor agonists, primary screen, Fluo-8 calcium fluorescence, CHO-K1 cells, HTS; Muscarinic acetylcholine receptor M1 (Homo sapiens), P11229; CHO-K1 hM1, agonist mode; 0% DMSO, 100% acetylcholine EC100; activation, % at 3 µM; actives 0.33% (n = 360,000);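 active = activation above the run's mean compound activation plus 3 SD, cut at about 16% in these data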;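 also: peak over basal fluorescence ratio within a 140 s kinetic read after compound addition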
# The depositor's hits bear a star; nt = no result given. The list is partial; rates above refer to the full screens.
SMILES,M4 antag,M5 antag,TAAR1 agonist,CHRM4 agonist,CHRM1 antagonist,CHRM5 agonist,M1 PAM,CHRM5 PAM,M1 ag
CCc1nc(N2CCN(Cc3ccc4c(c3)OCO4)CC2)c2oc3ccccc3c2n1,6,3,8,-2,-2,-3,-1,-6,-5
S=C(NCCc1ccccc1)N1CCN(C23CC4CC(CC(C4)C2)C3)CC1,13,3,37*,4,19,-8,-16,1,-8
Cc1cc(C)n(C(N)=NC(=O)c2ccc([N+](=O)[O-])cc2)n1,-13,-4,-1,0,-1,-4,6,4,-4
CC(C)C(=O)N1CCCC1(C)C(=O)NCc1ccccn1 (stereo unspecified),-1,-1,3,0,-10,-1,4,0,-2
O=C(O)C1CSC2(c3ccc(F)cc3)CCC(=O)N12 (stereo unspecified),-3,7,1,1,-10,0,8,4,-1
CC/C(=N\NC(=O)CSCc1ccccc1Cl)c1ccc2c(c1)OCCO2,-4,7,-2,3,-4,-1,3,-4,-7
CN1OC[C@@H]2CN[C@H](c3cccc(-c4ccccc4)c3)C[C@@H]21,-12,-2,5,3,-9,1,20,-2,-7
Cc1cc(NC(=O)CSCC(=O)N(C)Cc2ccc(Cl)c(Cl)c2)no1,2,14,1,1,13,-5,-5,-4,-6
CN1C=CC(=O)[C@@H](OC(=O)Nc2ccc(Br)cc2)[C@H]1c1ccccc1Br,-14,-18,3,7,-11,5,7,0,1
OCC#CCSc1nnc(-c2cccc3ccccc23)o1,0,-11,8,6,3,3,19,-1,2
Cc1ccc(C(CNS(=O)(=O)c2ccc(C)cc2)N2CCN(C)CC2)cc1 (stereo unspecified),4,1,1,0,-3,-8,2,-2,-6
Nc1ncnc2c1ncn2[C@@H]1O[C@H](CNC(=O)[C@@H](N)CO)[C@@H](O)[C@H]1O,-12,-6,2,1,-4,0,8,1,-2
Cc1oc(-c2nc3ccccc3n2C)cc1C(=O)c1ccccc1,-14,1,6,7,0,-11,0,-10,-5
COCCNC(=O)c1cc(-c2ccccc2)n(CC2CC(c3ccc(OC)cc3)=NO2)n1 (stereo unspecified),18,12,20,23,23,1,-18,-33,1
COc1cccc(/C=N/n2c(=S)n(C)c3ccccc32)c1OC,7,-1,10,0,-12,-2,5,-2,-3
CC(C)CC(=O)Nc1ccc(Oc2ccc3c(c2)C(=O)NC3=O)cc1,-13,-6,4,3,-4,1,12,-5,-2
CC(O)[C@H]1CNC(=O)C(=O)N1CCC12CC3CC(CC(C3)C1)C2 (stereo partly specified),5,-3,1,1,-7,2,7,1,-2
O=C(Cc1ccccc1[N+](=O)[O-])Nc1ccc2c(c1)OCCO2,4,-5,2,1,10,-5,3,1,-9
COc1ccccc1CN1CCN(Cc2nc(-c3cccs3)no2)CC1,-2,26,7,2,0,-12,-3,-12,-6
CCC1CCCCN1C(=O)c1sc2ncnc(N(CC)CC)c2c1C (stereo unspecified),-8,-12,4,8,-13,1,6,0,-7
CC1(C)OC(=O)C=C(CC2NS(=O)(=O)OC3CCCCC23)O1 (stereo unspecified),8,16,4,0,-6,-4,3,-5,-7
COCC1CCCN(Cc2cn(-c3ccccc3F)nc2-c2cc(C)sc2C)C1 (stereo unspecified),-8,-5,-1,1,-8,-5,1,5,-5
CC1CN(S(=O)(=O)c2ccc(F)cc2)CN1C(=O)N1CCOCC1 (stereo unspecified),5,0,2,1,-11,-1,12,6,-4
Cc1cccc(C)c1NC(=O)C(c1ccccc1)n1c(-c2ccccc2)nc2ccccc21 (stereo unspecified),-3,-5,-1,0,nt,-4,nt,1,nt
COc1cccc(-c2noc(C3CCCN(C(=O)CC(C)(C)C)C3)n2)c1 (stereo unspecified),-5,4,2,4,21,1,-4,-2,-3
CCC(=O)c1cn(CC(=O)Nc2cccc(C)c2C)c2ccccc12,1,2,3,0,1,5,6,8,0
CC(C)(C)n1nc2c(c1NC(=O)c1cc3ccccc3o1)CS(=O)(=O)C2,-8,12,6,1,-3,2,6,2,-1
CCN(CC)S(=O)(=O)c1ccc(OC)c(NC(=O)Cc2cccs2)c1,3,5,-2,0,-6,3,4,-6,-3
COC(=O)Cc1cc(=O)n(-c2ccccc2)[nH]1,2,-1,7,2,-15,3,7,2,-4
COc1ccc(CN2CCN(C(=O)c3cccnc3)CC2)cc1Br,5,3,9,2,2,0,1,2,-8
Cc1ccc(S(=O)(=O)C(C#N)c2nc3ccccc3nc2OCCO)cc1 (stereo unspecified),1,8,-1,1,-4,-3,1,-7,-4
COC(=O)C(Cc1ccccc1)NC(=O)CNC(=O)c1ccc(Br)o1 (stereo unspecified),-1,7,1,2,-12,0,8,-4,-3
COC(=O)c1c(-c2cc(C)ccc2C)csc1NC(=O)C1CC=CCC1C(=O)O (stereo unspecified),-4,-2,11,0,1,-1,2,1,-4
COC(=O)CCC(=O)NNC(=O)Cc1ccccc1,1,17,1,0,8,1,-2,-5,-3
COc1ccc(C2NC(=O)CCC2[N+](=O)[O-])c(OC)c1OC (stereo unspecified),4,12,1,0,1,0,2,-4,-3
CC(=C/C(=O)O)/C=C/c1ccco1,4,-1,1,0,-1,2,3,-3,-5
CN1CSC2=C(C#N)C(c3cccc(OCc4ccccc4)c3)CC(=O)N2C1 (stereo unspecified),-15,-6,7,5,-2,40*,0,-18,0
N#C/C(=C\c1ccc([N+](=O)[O-])cc1)C(=O)NCCCn1ccnc1,1,0,1,1,-8,-2,5,6,-4
CC(=O)Nc1ccc(S(=O)(=O)NCCc2ccccc2)cc1,8,6,13,4,5,5,-2,-3,-1
COc1ccc(N2C(=O)CC(NC3CCCCNC3=O)C2=O)cc1 (stereo unspecified),1,-8,8,0,-37,-3,5,-3,0

# Single records, as listed above.
# Profile of `CCC(=O)c1cn(CC(=O)Nc2cccc(C)c2C)c2ccccc12` : M4 antag: 1; M5 antag: 2; TAAR1 agonist: 3; CHRM4 agonist: 0; CHRM1 antagonist: 1; CHRM5 agonist: 5; M1 PAM: 6; CHRM5 PAM: 8; M1 ag: 0
# Profile of `CC1CN(S(=O)(=O)c2ccc(F)cc2)CN1C(=O)N1CCOCC1` (stereo unspecified) : M4 antag: 5; M5 antag: 0; TAAR1 agonist: 2; CHRM4 agonist: 1; CHRM1 antagonist: -11; CHRM5 agonist: -1; M1 PAM: 12; CHRM5 PAM: 6; M1 ag: -4

# Going on with the list.
SMILES,M4 antag,M5 antag,TAAR1 agonist,CHRM4 agonist,CHRM1 antagonist,CHRM5 agonist,M1 PAM,CHRM5 PAM,M1 ag
CCc1ccccc1NC(=O)C1c2ccccc2Oc2ccccc21,-6,0,4,0,-6,-1,12,-2,-6
COc1ccc(CCNc2nc3ccccc3n3cnnc23)cc1OC,8,3,3,1,-4,4,3,9,-2
Cc1ccc(-c2nc3c(C)cc(Br)cn3c2Cc2cccc(F)c2)cc1,-1,1,1,-2,nt,-3,nt,-6,nt
O=C(Cn1cnc2c(NCc3ccccc3)ncnc21)NCc1ccccc1,-2,1,6,1,-16,1,10,3,1
CCCCCCN1C[C@H](O)[C@@H](n2cc(-c3ccc(F)cc3)nn2)C[C@@H]1c1ccc(C)cc1,-4,-1,8,-1,4,1,4,0,3
CCCCOc1ccc(N(CC(=O)NCc2ccco2)C(=O)CCC(=O)Nc2nccs2)cc1,-16,9,4,1,-9,-5,5,-2,-4
C=CCn1c(C)cc(C(=O)COc2ccc(C)nc2[N+](=O)[O-])c1C,-11,2,2,8,2,1,-5,-7,-1
Cn1c(SCC(=O)NCC2CCCO2)nnc1-c1c[nH]c2ccccc12 (stereo unspecified),-33,-1,0,0,-4,-2,-2,-1,-3
CC(C)C(=O)Nc1cccc(-c2csc(-c3ccccc3)n2)c1,-6,-1,0,2,4,-4,-4,0,-9
CC1(C)OCC(C2CC(c3ccccc3)NS(=O)(=O)O2)O1 (stereo unspecified),5,10,8,1,3,0,-1,3,-3
Cc1cccc(N=c2c([N+](=O)[O-])nn(-c3ccc(Cl)cc3)n2O)c1,-12,12,-1,0,-4,0,5,-1,-3
CC1CCCC(C)N1CC(O)COc1c(F)cc(Br)cc1F (stereo unspecified),-9,3,7,11,12,-4,-20,-17,-8
COc1ccc(C)cc1NC(=O)CCCN1C(=O)NC(C)(C)C1=O,-9,6,1,1,7,2,8,0,-1
Cn1nnnc1SCC(=O)NC(=O)NCc1ccccc1,8,-6,3,1,1,-7,-2,2,-2
O=C(CNC(=O)C(c1ccccc1)c1ccccc1)N/N=C\c1cccc(O)c1,-1,12,6,4,2,1,4,-5,-3

# Some of the entries so far, with each value named.
CCc1ccccc1NC(=O)C1c2ccccc2Oc2ccccc21
  M4 antag = -6 | M5 antag = 0 | TAAR1 agonist = 4 | CHRM4 agonist = 0 | CHRM1 antagonist = -6 | CHRM5 agonist = -1 | M1 PAM = 12 | CHRM5 PAM = -2 | M1 ag = -6

COc1ccc(CCNc2nc3ccccc3n3cnnc23)cc1OC
  M4 antag = 8 | M5 antag = 3 | TAAR1 agonist = 3 | CHRM4 agonist = 1 | CHRM1 antagonist = -4 | CHRM5 agonist = 4 | M1 PAM = 3 | CHRM5 PAM = 9 | M1 ag = -2

Cc1ccc(-c2nc3c(C)cc(Br)cn3c2Cc2cccc(F)c2)cc1
  M4 antag = -1 | M5 antag = 1 | TAAR1 agonist = 1 | CHRM4 agonist = -2 | CHRM1 antagonist = nt | CHRM5 agonist = -3 | M1 PAM = nt | CHRM5 PAM = -6 | M1 ag = nt

# Pulled by compound from above, 2 records:
SMILES,M4 antag,M5 antag,TAAR1 agonist,CHRM4 agonist,CHRM1 antagonist,CHRM5 agonist,M1 PAM,CHRM5 PAM,M1 ag
O=C(Cn1cnc2c(NCc3ccccc3)ncnc21)NCc1ccccc1,-2,1,6,1,-16,1,10,3,1
C=CCn1c(C)cc(C(=O)COc2ccc(C)nc2[N+](=O)[O-])c1C,-11,2,2,8,2,1,-5,-7,-1
